4MU fluor = compound fluoresces in the 4-MU spectral region; compound autofluorescence, 340/450 nm, 4-MU equivalents; stronger effect = higher value; max dye-equivalent concentration, M; 11% of 59,000 active; in the data active = max dye-equivalent concentration above about 10 nM; inconclusive = mostly about 1.1 nM to 9.6 nM
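Compounds in 100 mM Tris, pH 8.0, incubated 15 min at room temperature, then fluorescence read at 340 nm excitation/450 nm emission. Signal converted to 4-MU dye-equivalent concentration using an on-plate six-point 4-MU standard curve.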
Casp1 inh = caspase-1 (human) inhibition, allosteric or competitive. Potency, µM (highest dose often 57.5 µM), without a hit: at the top dose activity change, negative = inhibition, actives largely listed as inhibitors. AID 900. 0.03% of 75,000 active. Caspase-1 enzyme, Ac-WEHD-AFC fluorogenic rate. P29466;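 note: potency is the fitted concentration of half-maximal effect; plate controls were vehicle for no effect and no substrate for full effect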
HEK293 cAMP ctrl = counter-screen for TSHR agonists: cAMP increase in parental HEK293; AID 938; 2.5% of 73,000 active; Potency, µM (titrated, usually from 57.1 µM), for inactives: at the top dose activation, most hits filed as activators; parental HEK293 CNG cAMP sensor, membrane potential fluorescence; note: potency is the fitted concentration of half-maximal effect; % of control where 0% means no effect; nearly all actives have a fitted effect of over 55% in size
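Counterscreen for endogenous-receptor signalling: CNG-channel HEK 293 cells report cAMP rise by membrane depolarization. After 60 min dye equilibration with 100 uM RO 20-1724, compounds incubated 30 min before bottom-read fluorescence at 590 nm.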
USP2a inhib = blocks human ubiquitin-specific protease USP2a | O75604 | 0.1% of 60,000 active | Potency, µM (top dose mostly 38.3 µM), inactives show at the top dose activity change, negative = inhibition, most hits filed as inhibitors | USP2a enzymatic assay, qHTS inhibition;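 note: potency is the fitted concentration of half-maximal effect; nearly all actives have a fitted effect of over 60% in size; plate controls were DMSO for no effect and NEM full inhibition control for full effect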
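Coupled readout: USP2-cleaved Ub-PLA2 (20nM final) turns over NBD C6-HPC (20uM final), Ex 460nm/Em 535nm after 2.5 h, time-zero read flagging artifacts. Enzyme (20nM final, pH 8.0 Tris) given 30 min RT with compound first; NEM defines full inhibition.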
Fluorescein autfl = fluorescein region autofluorescence; 0.91% of 59,000 active; Compound autofluorescence, 480/540 nm, fluorescein-equivalent; stronger effect = higher value; max fluorescein-equivalent concentration, M; AID 593; in the data active = max fluorescein-equivalent concentration above about 10 nM; inconclusive = between about 1.1 nM and that limit
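Compounds were pin-transferred into 100 mM Tris buffer, pH 8.0, and incubated 15 min at room temperature. Fluorescence was read at 480 nm excitation/540 nm emission. Signals were normalized to an on-plate six-point fluorescein standard curve as dye-equivalent concentration.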
BRCT PPI green = blocks human BRCA1 BRCT binding to phosphopeptide, green readout | BRCA1 BRCT-phosphopeptide binding, green fluorescence polarization | Potency, µM (doses to about 76.9 µM), for the others: at the top dose activity change, negative = inhibition, hits mostly inhibitors | 0.05% of 75,000 active | AID 875;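 note: potency is the fitted concentration of half-maximal effect; plate controls were peptide without protein for full effect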
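Compounds were incubated for 12 min at room temperature with a complex of 100 nM fluorescein-tagged pBACH1 decapeptide and 250 nM His-tagged BRCT protein. Buffer was phosphate pH 7.3 with EDTA, DTT and Tween 20. Disruption of binding lowers the polarization signal.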
A350 fluor = compounds fluorescent in Alexa 350 spectral region; 11% of 59,000 active; max dye-equivalent concentration, M; Compound autofluorescence, 340/450 nm, Alexa 350 dye-equivalents; stronger effect = higher value; in the data active = max dye-equivalent concentration above about 10 nM; inconclusive = mostly about 1.1 nM to 9.6 nM
Caspase-7 inhib = allosteric or competitive inhibitors of human caspase-7 | P55210 | recombinant caspase-7, Ac-DEVD-AFC fluorescence rate | Potency, µM (series often up to 57.5 µM), for inactives: at the highest dose activity change, negative = inhibition, hits mostly inhibitors | 0.02% of 75,000 active | AID 889; active = well fitted inhibition curve with a large enough effect in the main read-out, with a control signal flat, not every such curve was filed as active; inconclusive = small, poorly fitted or top-dose-only effect, or a change in a side signal; note: potency is the fitted concentration of half-maximal effect; % of control where 0% means no effect
Texas Red fluor = compound fluoresces in the Texas Red spectral region; Compound fluorescence, Texas Red channel, 547/618 nm; stronger effect = higher value; max dye-equivalent concentration, M; 0.06% of 59,000 active; AID 587; in the data active = max dye-equivalent concentration above about 10 nM; inconclusive = between about 1.1 nM and that limit
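Spectral interference profiling: each compound concentration's relative fluorescence, read with a 547 nm excitation and 618 nm emission filter pair, was normalized to a per-plate Texas Red standard curve.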
Rhodamine autofl = rhodamine region autofluorescence; Rhodamine-region fluorescence, 547/598 nm, Tris buffer; stronger effect = higher value; max dye-equivalent concentration, M; 0.05% of 59,000 active; in the data active = max dye-equivalent concentration above about 11 nM; inconclusive = between about 1.1 nM and that limit
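Intensities are converted to rhodamine-equivalent concentration using a six-point rhodamine standard on each plate. Compounds sit 15 min at room temperature in 100 mM Tris buffer, pH 8.0; read uses the 547/598 nm excitation/emission pair.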
BRCT PPI red = disrupts BRCA1 BRCT binding to phosphoprotein, red fluorophore readout. P38398. BRCT-phosphopeptide binding, red fluorescence polarization. AID 892. Potency, µM (highest dose often 76.9 µM), without a hit: top-dose activity change, negative = inhibition, most hits filed as inhibitors. 0.03% of 75,000 active; note: % is set by controls: 0 for no effect and ±100 for the full control effect
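Fluorescence polarization: 100 nM His-tagged BRCA1 BRCT with 100 nM TAMRA-labelled phospho-BACH1 decapeptide, phosphate buffer pH 7.3 with 150 mM NaCl, DTT, 0.01% Tween 20; 12 min RT. Binding inhibition seen as FP decrease.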
Numbers without * were called inactive; i = inactive; ? = inconclusive; . = no result given; [ ] = remark or other dose. Unless noted, calls come from the whole dose curve; as a rule, active = well fitted curve in the direction sought with a large enough effect; inconclusive = small, poorly fitted or top-dose-only effect, or another doubt; inactive = no such curve, though single readings can be large; an effect the other way counts as inactive or inconclusive.

Each structure is followed by: 4MU fluor, Casp1 inh, HEK293 cAMP ctrl, USP2a inhib, Fluorescein autfl, BRCT PPI green, A350 fluor, Caspase-7 inhib, Texas Red fluor, Rhodamine autofl, BRCT PPI red
O=C(OCC(=O)N1CCc2ccccc21)c1ccccc1
→ i, 1.7%, -12.5%, -6.9%, ?, -1.5%, i, 6.5%, ?, i, 0.3%
CC(C)N(C)C
→ ., -4.6%, 13.5%, ., ., 0.8%, ., 1.0%, ., ., 0.6%
CCC(=O)Nc1cccc(NC(=O)CSc2nnc(-c3ccc(NS(C)(=O)=O)cc3)n2C)c1
→ i, -1.5%, 6.7%, 1.6%, i, -2.1%, i, -0.4%, i, i, 1.0%
Nc1c(C(=O)NCCc2ccccc2)nnn1Cc1ccccc1
→ i, -1.5%, -2.2%, 3.9%, i, -1.2%, i, -2.3%, i, i, -0.8%
CC1=C(C(=O)OC(C)C)C(c2cccs2)N2C(=O)C(C)SC2=N1 (stereo unspecified)
→ i, -0.7%, 29.3%, 17.4%, i, -0.2%, i, -0.1%, i, i, -0.6%
CCCC1c2ccc(C)n2CCN1C(=O)Nc1ccc(F)cc1 (stereo unspecified)
→ ., -14.9%, 1.1%, ., ., -0.2%, ., -24.1%, ., ., -0.4%
Cc1ccc(Nc2nc(N)nc(CN3CCCCCC3)n2)c(C)c1
→ i, -1.2%, 5.8%, 23.3%, ?, 4.8%, i, -2.7%, i, i, 0.5%
COc1cccc(C(=O)N2CCCC(c3nc(-c4cccs4)no3)C2)c1 (stereo unspecified)
→ i, 2.2%, 22.3%, -0.1%, i, 0.3%, i, 0.7%, ?, i, 1.1%
CCOc1ccc(-c2[nH]nc3c2C(c2ccc4c(c2)OCO4)C(C#N)=C(N)O3)cc1OC (stereo unspecified)
→ i, ?, -9.1%, 33.9%[activator], i, -0.7%, i, -14.0%, i, i, -0.7%
Cc1ccc(-c2noc(CN3CCN(c4ccccc4F)CC3)n2)cc1
→ ., -2.3%, 7.3%, ., ., -1.4%, ., -4.4%, ., ., 1.6%
CCN(CC)CCCN1C(=O)C(=O)/C(=C(/O)c2ccc(Cl)cc2)C1c1ccccn1 (stereo unspecified)
→ i, ., ., ., i, ., ?, ., i, i, .
COc1ccccc1Oc1c(C)oc2c(CN3CCN(C)CC3)c(O)ccc2c1=O
→ 1.11e-06M*, -12.9%, 9.7%, -1.1%, i, 1.1%, 1.56e-06M*, -11.8%, i, i, -0.2%
COC(=O)C1(C(O)C(=O)c2ccc(C)cc2C)CCCCC1 (stereo unspecified)
→ i, -0.2%, 15.3%, 7.9%, i, -3.2%, i, 1.1%, ?, i, -1.3%
CO[C@H]1COC(=O)[C@H](Cc2ccccc2)NC(=O)C/C=C\[C@@H](C)[C@H](OC)COC(=O)C/C=C\[C@@H]1C
→ ., -1.6%[11.5 µM], 25.1%[11.4 µM], ., ., -2.7%[15.4 µM], ., -1.2%[11.5 µM], ., ., -0.8%[15.4 µM]
Cc1ccc(CNC(=O)c2sccc2-n2cccc2)cc1
→ i, -1.8%, ?, -17.5%, ?, -4.2%, i, -0.8%, i, i, -1.0%

Some entries already given, showing only BRCT PPI green:
| SMILES | BRCT PPI green |
| --- | --- |
| COC(=O)C1(C(O)C(=O)c2ccc(C)cc2C)CCCCC1 (stereo unspecified) | -3.2% |
| CO[C@H]1COC(=O)[C@H](Cc2ccccc2)NC(=O)C/C=C\[C@@H](C)[C@H](OC)COC(=O)C/C=C\[C@@H]1C | -2.7%[15.4 µM] |

(further entries)
Each structure is followed by: 4MU fluor, Casp1 inh, HEK293 cAMP ctrl, USP2a inhib, Fluorescein autfl, BRCT PPI green, A350 fluor, Caspase-7 inhib, Texas Red fluor, Rhodamine autofl, BRCT PPI red
CSCCC(NC(=O)COc1ccccc1)C(=O)N1CCN(c2ccccc2F)CC1 (stereo unspecified)
→ i, 2.1%, 26.0%, 7.0%, ?, -3.0%, i, -3.0%, ?, i, -2.5%
CC(=O)Nc1ccc(S(=O)(=O)NC(CC(=O)NCCCN2CCOCC2)C(C)C)cc1 (stereo unspecified)
→ ., -1.1%, 2.3%, ., ., 1.1%, ., -2.1%, ., ., -0.4%
COc1ccc(C)cc1-n1nnnc1SCc1nc2ccccc2s1
→ i, -8.9%, ?, 8.6%, i, 5.8%, i, -4.4%, i, i, 2.5%
COc1nc(-c2ccccc2)ccc1-c1noc(-c2ccc(F)cc2)n1
→ ?, -1.3%, 5.9%, 8.8%, i, -0.8%, ?, 0.5%, i, i, 0.0%
Cn1c(C(=O)O)c(CC(=O)NCc2cccnc2)c2ccccc21
→ i, 0.2%, 2.2%, -0.9%, ?, 1.5%, ?, 2.2%, i, i, -0.5%
Clc1cccc(-c2nc3nc4ccccc4nc3n2Cc2ccco2)c1
→ 1.15e-07M*, ?, ?, 40.0%[activator], ?, 1.7%, 1.52e-07M*, -24.1%, i, i, 1.9%
CCOC(=O)c1c(NC(=O)c2ccc(-n3cnnn3)cc2)sc2c1CCCC2
→ 1.38e-08M*, ?, 18.8%, 40.0%[activator], i, 3.3%, 1.32e-08M*, ?, i, i, -0.1%
Cc1ccc2[nH]c(=O)c(C(c3nnnn3CC3CCCO3)N3CCOCC3)cc2c1 (stereo unspecified)
→ 6.41e-08M*, -2.2%, 1.5%, ., i, 0.4%, 5.97e-08M*, 1.5%, i, i, 0.3%
CCOC(=O)CSc1nnc(N)s1
→ i, 2.5%, -2.0%, -3.2%, ?, -2.4%, i, -2.1%, ?, i, 0.1%
C=C(C)Cn1c(SCC(=O)O)nc2c1c(=O)[nH]c(=O)n2C
→ ., -2.9%, 0.1%, ., ., -1.9%, ., -1.0%, ., ., -0.6%
CCCNC(=O)c1ccc2c(c1)ncn2-c1ccccc1OC
→ i, 0.2%, 8.2%, 5.7%, i, -4.9%, i, 0.0%, i, i, -1.3%
Cc1cc(=O)n2[nH]c(COc3ccccc3)nc2n1
→ i, -1.0%, 0.0%, -8.2%, i, 0.3%, i, 0.8%, i, i, 0.7%
COc1ccc(-n2c(Cc3cccn3C)nnc2SCC(=O)NCc2ccc(F)cc2)cc1
→ ., -2.1%, -0.7%, ., ., -0.3%, ., -2.6%, ., ., 0.7%
O=C(NC1CCCC1)c1ccc(CS(=O)(=O)c2cccc(C(F)(F)F)c2)o1
→ i, 0.3%, 11.5%, 11.0%, i, -0.3%, i, 1.4%, i, i, 1.5%
O=C(CN1C(=O)CNC1=O)Nc1cccc(C(F)(F)F)c1
→ ?, -3.3%, -8.1%, 0.0%, i, -0.9%, ?, -2.2%, i, i, -1.4%

The results go on:
| SMILES | 4MU fluor | Casp1 inh | HEK293 cAMP ctrl | USP2a inhib | Fluorescein autfl | BRCT PPI green | A350 fluor | Caspase-7 inhib | Texas Red fluor | Rhodamine autofl | BRCT PPI red |
| --- | --- | --- | --- | --- | --- | --- | --- | --- | --- | --- | --- |
| COC(=O)c1ccc(NC(=O)CN2CCN(c3cccc(Cl)c3)CC2)cc1 | i | -2.2% | ? | 2.2% | ? | -0.9% | i | -3.5% | i | i | -0.6% |
| CCCCCC(=O)Nc1ccc(N2CCN(C(=O)CCC)CC2)cc1 | i | 0.0% | 1.5% | 3.6% | ? | -3.0% | i | -0.1% | i | i | 0.9% |
| CCCCCOc1ccc(NC(=O)CCCC(=O)O)cc1 | . | -1.1% | 4.4% | -0.4% | . | -1.1% | . | -1.1% | . | . | -0.8% |
| CC1CCN(C(=O)c2cc(-c3ccc(Cl)c(Cl)c3)on2)CC1 | i | -1.1% | ? | 0.3% | i | -1.9% | i | -0.6% | i | i | -1.4% |
| CN(C)c1ccnc(SCc2ccccc2Cl)c1C#N | . | -3.6% | ? | -6.4% | . | -0.1% | . | -1.7% | . | . | -2.9% |
| CC1CCC2C(=O)OC(CO)CN2C1c1ccc(Br)cc1 (stereo unspecified) | . | -0.7%[11.5 µM] | 15.5%[11.4 µM] | . | . | 0.8%[15.4 µM] | . | 0.3%[11.5 µM] | . | . | 1.0%[15.4 µM] |
| Cc1nc(NC(=O)CSc2nnnn2Cc2ccccc2)sc1C | i | 1.5% | ? | 14.4% | ? | -3.1% | i | -4.2% | i | i | -0.7% |
| Cn1c(C(=O)N2CCN(c3ccccn3)CC2)cc2c(=O)n(C)c3ccccc3c21 | . | -1.2% | -1.5% | . | . | 1.7% | . | -4.7% | . | . | -2.6% |
| CC1CCCCC1NC(=O)COC(=O)c1ccc(S(=O)(=O)N2CCOCC2)cc1 (stereo unspecified) | i | 2.5% | 2.0% | 14.4% | ? | -1.0% | i | -1.6% | i | i | -0.6% |

Record cards (already shown). Order of values: 4MU fluor | Casp1 inh | HEK293 cAMP ctrl | USP2a inhib | Fluorescein autfl | BRCT PPI green | A350 fluor | Caspase-7 inhib | Texas Red fluor | Rhodamine autofl | BRCT PPI red
`Cn1c(C(=O)N2CCN(c3ccccn3)CC2)cc2c(=O)n(C)c3ccccc3c21` as listed: . | -1.2% | -1.5% | . | . | 1.7% | . | -4.7% | . | . | -2.6%
`CC1CCN(C(=O)c2cc(-c3ccc(Cl)c(Cl)c3)on2)CC1` as listed: i | -1.1% | ? | 0.3% | i | -1.9% | i | -0.6% | i | i | -1.4%

A portion of the library; count on the stated rates, not on these rows.
